MazEF act: MazEF (E. coli) toxin RNase activation; FAM/BHQ RNA-DNA oligo cleavage fluorescence, 5 h; activation, % at 20 µM; AID 504720; 0.32% of 350,000 active; P0AE70; in the data active means activation above about 50%
VHR inh abs: DUSP3 (human) phosphatase inhibition; P51452; recombinant VHR phosphatase, pNPP absorbance; inhibition, % at 13.3 µM; 0.52% of 290,000 active; AID 1654; in the data active means inhibition above about 50%; further: some compounds called inactive have numbers as strong as hits
Target sequence (P51452 whole entry, looked up): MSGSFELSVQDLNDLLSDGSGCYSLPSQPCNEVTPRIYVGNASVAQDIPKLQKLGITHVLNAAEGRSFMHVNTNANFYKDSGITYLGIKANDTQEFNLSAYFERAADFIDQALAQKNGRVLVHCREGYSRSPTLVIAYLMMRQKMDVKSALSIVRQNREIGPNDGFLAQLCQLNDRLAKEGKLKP
SARS 3CLpro inh: SARS-CoV 3CLpro protease inhibition; AID 1706; inhibition, % at 6 µM; recombinant SARS-CoV 3CLpro, quenched FRET peptide cleavage; 0.14% of 290,000 active; in the data active means inhibition above about 12%
PfHsp40 rescue: rescue of PfHsp40-mediated yeast toxicity; 0.68% of 340,000 active; S. cerevisiae expressing PfHsp40, growth rescue, ATP luminescence; AID 504582; growth rescue, % at 12.5 µM; in the data active means growth rescue above about 28%, passing the limit was not always enough;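 further: yeast W303a lacking pdr1 and pdr3 grown in galactose medium; growth measured after three days at 30 °C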
Vc quorum ag: inducers of Vibrio cholerae quorum light production without autoinducers; V. cholerae BH1578 lux reporter, luminescence, 6 h; activation, % at 18.7 µM; 0.16% of 350,000 active; AID 588436; in the data active means activation mostly above about 9.7%, no sharp cut-off; further: not every result past the cut was called active; inactives centre near 0; reference of the scale not given here
PriA SSB inh: blocks PriA binding to SSB C-terminal tail. 0.6% of 430,000 active. inhibition, % at 33 µM. AlphaScreen SSBct-PriA binding, biotinylated peptide; in the data active means inhibition mostly above about 37%, no sharp cut-off; inactive means mostly below about 20%;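 further: plate controls were negative control peptide for no effect and reference peptide for full effect; strong numbers were not always called active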
Yp Topo-I inh: inhibitors of Yersinia pestis topoisomerase I | Y. pestis Topo-I cleavage product accumulation, plate reader | activity, % at 10 µM | 0.064% of 360,000 active; in the data active means activity above about 50%, passing the limit was not always enough; further: inactives centre near 2
Rv3671c inh: inhibits the M. tuberculosis serine protease Rv3671c; 0.048% of 320,000 active; P9WHR9; inhibition, % at 5.96 µM; in the data active means inhibition above about 38%;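 further: extracellular domain of Rv3671c used as enzyme; 0% = enzyme with DMSO and 100% = no enzyme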
Anthrax LF prot: blocks Bacillus anthracis lethal factor protease. P15917. multiplex microsphere protease cleavage assay, LF. inhibition, % at 10 µM. 0.12% of 360,000 active; in the data active means inhibition above about 30%; further: plate controls were buffer without enzyme for full effect and enzyme alone for no effect
Target sequence (P15917 whole entry, looked up): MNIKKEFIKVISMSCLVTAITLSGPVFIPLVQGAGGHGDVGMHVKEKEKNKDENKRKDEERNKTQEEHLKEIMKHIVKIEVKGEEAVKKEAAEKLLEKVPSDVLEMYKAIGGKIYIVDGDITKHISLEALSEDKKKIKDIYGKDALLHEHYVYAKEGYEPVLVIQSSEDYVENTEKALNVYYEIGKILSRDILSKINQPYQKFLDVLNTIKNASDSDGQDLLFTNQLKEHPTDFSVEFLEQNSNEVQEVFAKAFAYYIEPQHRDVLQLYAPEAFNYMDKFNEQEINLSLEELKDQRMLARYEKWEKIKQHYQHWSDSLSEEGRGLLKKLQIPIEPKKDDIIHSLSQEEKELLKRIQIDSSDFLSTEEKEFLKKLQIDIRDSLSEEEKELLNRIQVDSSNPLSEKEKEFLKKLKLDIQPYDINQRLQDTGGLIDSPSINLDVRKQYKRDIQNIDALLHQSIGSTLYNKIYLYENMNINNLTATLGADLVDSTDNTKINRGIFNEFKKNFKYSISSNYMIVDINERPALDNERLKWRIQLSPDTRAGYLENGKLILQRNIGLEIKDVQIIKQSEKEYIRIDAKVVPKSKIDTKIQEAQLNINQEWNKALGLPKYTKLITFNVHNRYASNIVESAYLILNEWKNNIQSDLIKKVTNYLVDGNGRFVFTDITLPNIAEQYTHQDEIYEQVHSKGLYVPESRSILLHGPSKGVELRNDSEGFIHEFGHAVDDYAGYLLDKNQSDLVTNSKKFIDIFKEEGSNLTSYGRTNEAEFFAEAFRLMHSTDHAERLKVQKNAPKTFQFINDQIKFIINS
TcdB inh: inhibitors of Clostridioides difficile toxin B glycohydrolase. 0.24% of 350,000 active. TcdB glycohydrolase enzymatic assay, plate reader. P18177. inhibition, % at 9.99 µM; in the data active means inhibition above about 10%
Active calls of the source: *; i = inactive; / = not tested or not shown; & = joins results of further samples. The list is partial. The share of hits here may be higher or lower than overall.

SMILES	MazEF act	VHR inh abs	SARS 3CLpro inh	PfHsp40 rescue	Vc quorum ag	PriA SSB inh	Yp Topo-I inh	Rv3671c inh	Anthrax LF prot	TcdB inh
COc1ccc(-c2cn(CCCOCc3ccccc3)nn2)cc1	5	24	-3	-0.6	i	-8	11	11	-5	0.9
CCC(=O)Nc1c(C)ccc2nsnc12	-18	0	-2	0.5	i	-4	-1	-12	-3	/
COc1ccccc1N1CCN(C(=O)c2cccs2)CC1	8	10	3	-1.1	-0.5	-2	3	-3	7	-0.6
COCCCNC(=O)CNC(=O)c1cn(-c2ccccc2OC)c(=O)c2ccccc12	1	12	3	0.5	i	-10	0	-6	-6	-0.6
CCN(CC)C(=O)/C(=C/c1ccc2c(c1)OCO2)NC(=O)c1ccc(Br)cc1	2	-8	-3	-1.7	1.9	-6	6	-11	-2	1.9
O=C(CSc1nc2sc3c(c2c(=O)n1-c1ccccc1)CCCC3)N/N=C/c1ccccc1C(=O)O	-24	7	9	-1.0	6.7	/	9	-7	3	/
CCOc1ccccc1N(CC(=O)NCCSc1ccccn1)S(=O)(=O)c1ccccc1	6	22	-3	0.7	-0.4	-25	24	-5	5	1.1
O=C(CCSc1ccccc1)NCCSCc1ccco1	5	9	4	-0.2	0.6	-10	0	-9	1	/
COC(=O)C1=C(c2cc3ccccc3o2)C[C@@H]2CC[C@H]1N2C(=O)NCc1ccc(C(F)(F)F)cc1	6	/	/	10	-0.9	-5	24	6	-7	-0.4
CN(C)S(=O)(=O)c1ccc(C(=O)OCC(=O)Nc2sc3c(c2C#N)CCCCC3)cc1	-1	-10	-1	1.7	1.3	2	34	8	-2	0.0
O=C(CCCCCn1c(=S)[nH]c2ccc(N3CCOCC3)cc2c1=O)NCc1cccc(Cl)c1	6	16	3	-1.1	i	-1	7	-2	-3	1.4
O=C(CCCN1C(=O)/C(=C\c2ccccc2)SC1=S)Nc1ccc(O)cc1C(=O)O	3	-6	7	-0.3	-0.3	9	8	-7	1	0.1
CCOC(=O)c1ccccc1NC(=O)C1CC(=O)N(C(C)(C)C)C1 (stereo unspecified)	5	31	-2	-1.1	i	5	14	1	9	1.3
N#CC1=C(N)Oc2n[nH]c(-c3ccccc3)c2C1c1cccc(OC(=O)N2CCOCC2)c1 (stereo unspecified)	7	4	5	0.7	i	-5	11	-5	-4	/
CC(=O)c1cccc(NC(=O)c2c(C)nn(-c3ccccc3)c2Cl)c1	-1	9	2	-0.3	i	-12	-7	1	-1	1.8
O=C(c1ccccc1)N1N=C(c2ccccc2)CC1(O)C(F)(F)F (stereo unspecified)	6	28	2	1.4	i	0	2	0	0	-3.6
CCOC(=O)c1ccc(NC(=S)N(CCN(C)C)C(C)c2ccncc2)cc1 (stereo unspecified)	2	18	-8	4.3	-0.5	0	4	1	1	1.8
CCc1nnc(NS(=O)(=O)c2ccc(NC(=O)/C=C/c3ccc(F)cc3)cc2)s1	-1	-11	13*	0.0	-0.6	9	-2	-10	0	-0.5
C/C(CC(=O)NC12CC3CC(CC(C3)C1)C2)=N\NC(=O)c1ccc(C)cc1	-5	15	5	2.6	0.4	/	16	-1	-1	/
O=C(COC(=O)c1cc(S(=O)(=O)N2CCOCC2)c(Cl)cc1Cl)NCc1ccco1	7	/	/	1.3	-1.0	-14	0	-3	0	1.6
NC(=O)COC(=O)c1ccc(-c2ccc(O)cc2)cc1	-8	-2	1	-1.0	-0.3	4	-1	10	-6	0.5
O=C(COC(=O)Cc1ccc(Cl)cc1)Nc1ccccc1-c1ccccc1	-5	27	4	0.9	i	-87	5	-10	-1	/
COc1ccc(NC(=O)C2CCCN(S(=O)(=O)c3cccnc3)C2)cc1OC (stereo unspecified)	-2	29	1	0.6	-0.2	-11	9	-7	-4	0.3
COc1ccc(N2C(=O)C(Cl)=C(N3CCCC(C)C3)C2=O)cc1 (stereo unspecified)	-1	34	0	3.7	i	16	27	5	-2	/
O=C(CSC1=NCCN1)Nc1ccccc1[N+](=O)[O-]	8	17	4	1.5	-1.0	7	-11	5	0	2.9
N#C/C(=C\c1ccc(O)c(O)c1)C(=O)N1CCCC1	12	15	-1	0.2	1.6	-17	4	3	-3	1.4
CCOc1ccc(CNC(=S)N/N=C/c2ccc(OC)c(OC)c2)cc1	-6	18	5	-1.1	i	/	6	-1	-5	/
Cc1noc(/C=C/N(C)C)c1S(=O)(=O)N1CCCC(C(=O)N2CCCCC2)C1 (stereo unspecified)	6	2	-2	-0.7	-0.3	0	23	-2	1	4.9
CCOC(=O)c1c(C)[nH]c(C(=O)CSc2ccc(Cl)cc2)c1C	-1	21	4	-0.3	-2.6	-3&0&-21	19	0	-24	/
O=C(COC(=O)C1CC2C=CC1C2)Nc1ccccc1F (stereo unspecified)	-8	-7	5	-0.3	-0.3	-3	2	9	-8	1.7
O=C(CCn1nnc2ccccc21)Nc1nnc(COc2ccc(F)cc2)s1	3	18	4	-0.2	i	-2	12	-6	-3	/
NS(=O)(=O)c1ccc(CCNC(=O)Cc2ccc(Cl)cc2)cc1	3	19	2	-0.4	-0.3	-23	6	-2	-5	0.7
CC(C)C[C@H](NC(=O)N1CC(=O)Nc2ccccc21)C(=O)N1CCC[C@H]1C(=O)O	1	9	-3	-1.3	-0.6	-9	2	-8	6	0.5
COc1ccc(-n2nnnc2SCC(=O)Nc2ccc3c(c2)OCCO3)cc1OC	-5	8	-4	-0.6	i	-2	-5	-10	-7	-0.9
CCNC(=S)N1C2CCC1CC(NC(=O)Nc1ccc(C(=O)OCC)cc1)C2 (stereo unspecified)	-3	18	1	0.4	i	-12	9	1	-5	-0.4
Clc1cccc2c3c([nH]c12)CCNC3	3	-15	4	-0.9	i	-11	-1	-4	-15	1.6
COc1ccc(N(C(=O)c2ccco2)C(C(=O)NC2CCCC2)c2ccc(N(C)C)cc2)cc1 (stereo unspecified)	3	27	-6	0.0	/	16	5	2	3	/
CC(=O)CC(c1ccccc1)S(=O)(=O)c1ccc(C)cc1 (stereo unspecified)	-1	27	1	-0.1	-0.2	-11	-9	1	-10	/
Cc1ccccc1C(=O)OCC(=O)NCc1ccco1	1	/	/	-1.1	-3.2	-1	-7	0	-1	0.9
COc1ccc(OC)c(NC(=O)CCN2C(=O)c3ccccc3C2=O)c1	8	-7	0	1.0	i	-10	5	/	-16	1.7
COc1cc2c(cc1OC)CN(c1ccc(C(N)=O)cc1[N+](=O)[O-])CC2	11	28	-2	0.2	1.1	8	4	1	2	1.0
COCCNC(=S)N/N=C(\C)c1ccc2cc(OC)ccc2c1	-9	-2	2	2.4	-0.4	/	21	-6	-3	/
Cc1ccc(CNCCCSc2nc(C)cc(C)n2)cc1	3	15	-6	-1.1	i	-6	12	-10	7	-4.2
COc1ccc(-c2c[n+]3c(n2-c2ccc(C)cc2)CCCCC3)cc1	-12	-22	-1	0.8	-0.2	-9	10	3	/	2.1
O=C(O)c1ccc(C(S(=O)(=O)c2ccccc2)S(=O)(=O)c2ccccc2)cc1	8	/	/	/	-0.7	/	-1	/	4	2.3
Clc1ccccc1CSc1nnc(-c2ccco2)c(-c2ccco2)n1	-5	4	1	2.7	-6.2	-1	17	-6	11	/
O=P(N1CC1)(N1CC1)N1CCc2ccccc21	5	/	/	-1.4	-3.4	17	2	/	-2	-0.1
Cc1ccc(-n2ncc3c(SCC(=O)NNC(=O)c4ccco4)ncnc32)cc1	-13	15	5	-0.4	i	5	1	-16	-2	0.7
CCc1ccc2c(CN3CCN(S(=O)(=O)c4cccs4)CC3)cc(=O)oc2c1	-13	38	0	4.4	-0.3	-6	0	-5	-2	/
CN(C)CCCNC(=O)c1ccccn1	8	12	2	-0.2	i	1	13	-1	1	/
CC1Cc2ccccc2N1S(=O)(=O)c1cccc(C(=O)NC2CC2)c1 (stereo unspecified)	-6	-5	-4	0.4	-3.4	3	5	-6	1	/
CC(=O)N1C[C@H]2CON(C)[C@H]2C[C@H]1c1ccc(-c2ccccc2)cc1	-4	/	/	/	-0.6	/	3	/	-10	1.6
COc1ccccc1N1C[C@@H]2C[C@@H](c3ccco3)N3CCC[C@@]23C1=O	-8	-5	-5	-1.6	i	-12	0	8	-10	1.1
CCSC1=C(C#N)C(c2cccc(OC)c2)CC(=O)N1 (stereo unspecified)	0	-16	-4	0.4	-2.6	-14	-7	4	1	/
C#CCNc1nc(CC)nc2c1nnn2Cc1ccccc1F	2	32	3	-1.0	-0.4	-5	-10	7	2	/
Cc1cc(C)cc(OCC(=O)OC(C)C(=O)Nc2ccc(Cl)cn2)c1 (stereo unspecified)	1	/	/	-0.6	i	-33	4	-1	-2	0.9
CN(C)C(=O)c1cc(S(=O)(=O)N(C)C)c(Cl)cc1N1CCCC1	17	22	3	-0.7	-0.5	-10	-4	10	-1	/
C=CCC[C@@H](Cc1ccc(F)cc1)C(=O)OC[C@@H]1CCCN1C(=O)[C@H](CC=C)CC(=O)N[C@H](CO)Cc1ccccc1	8	/	/	45*	-0.5	-5	10	8	-3	1.7
COc1ccc(CSc2nnnn2C)cc1[N+](=O)[O-]	1	0	2	-0.2	3.2	-4	-4	6	-2	/
CCC(CC)C(=O)N(C)c1c(C)nc2c(OCc3ccccc3OC)cccn12	/	/	/	/	i	/	18	/	-3	-0.8
Next section
SMILES	MazEF act	VHR inh abs	SARS 3CLpro inh	PfHsp40 rescue	Vc quorum ag	PriA SSB inh	Yp Topo-I inh	Rv3671c inh	Anthrax LF prot	TcdB inh
Cc1ccc(NC(=O)NC2CCCCCCC2)cc1	10	-12	-1	-0.7	i	-19	3	/	3	1.5
Cc1cc(CN(C)C(=O)c2cc(COc3ccc(F)cc3Cl)on2)n[nH]1	1	43	-3	0.6	i	-2	10	-6	4	1.4
COc1cc(NC(=O)C(C)Oc2ccccc2)c(C(=O)O)cc1OC (stereo unspecified)	1	-11	4	-0.2	-17	-2	-2	9	8	/
O=C1OCCN1C(=O)[C@H]1[C@H](c2ccccc2)C(c2cccc(Cl)c2)=NN1c1ccc(Br)cc1	5	/	/	-0.9	-6.2	-26	-10	/	0	0.8
COC(CNC(=O)CN1C(=O)COc2ccc(S(=O)(=O)N3CCOCC3)cc21)OC	3	-4	1	0.4	i	-1	-2	9	0	-1.7
O=C(O)CNC(=O)c1ccc(NC(=O)/C(=C/c2ccccc2)NC(=O)c2ccco2)cc1	4	10	3	0.9	-1.2	-4	15	-2	0	1.1
O=C(NCCc1cccs1)C1CC(c2ccccc2[N+](=O)[O-])=NO1 (stereo unspecified)	0	32	2	-1.2	1.2	-5	-6	3	-1	-1.5
Cc1cc(C(=O)Oc2cccnc2)ccc1[N+](=O)[O-]	5	-11	-2	-0.7	i	7	-4	-2	1	0.9
O=C(CCNC(=O)N1CC(=O)Nc2ccccc21)Nc1ccc(Br)cc1F	1	-8	-5	-0.2	-1.1	11	-4	-5	-2	2.0
CC(=O)N/C(N)=N/c1nc2cc(C)ccc2o1	2	21	1	-0.8	-0.3	/	-1	8	-9	0.5

Source: PubChem BioAssay (several laboratories)
